Screening data (PubChem BioAssay)
TROY signal inh: TROY signaling inhibition. Q293 LMP1-TROYcd NF-kB luciferase reporter, 4 h. hit rate 0.98% among 360,000. inhibition, % at 10 µM. AID 1347056;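 active means compounds whose plate-normalised and pattern-corrected inhibition of the luciferase reporter signal at the single screening dose is 50% or more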
TRAIL sens C8: caspase-8 TRAIL sensitization. hit rate 1% among 360,000. inhibition (viability loss, TRAIL sensitization), % at 10 µM. NB7+C8 cells + TRAIL, ATPlite viability luminescence;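 active means compounds causing at least 50% loss of cell viability in the single-dose screen, relative to plate controls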
TRPM1 prom inh: inhibitors of MITF-driven TRPM1 promoter in melanoma cells. inhibition, % at 12.5 µM. AID 488899. SK-MEL-5 TRPM1 promoter luciferase, 24 h. hit rate 0.83% among 330,000;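 active means mean inhibition across replicates of 60% or more, whatever share of single replicates reaches that level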; further: values of inactives mirror those of a sister screen read the other way
Peg3 promoter: reduces Peg3 promoter-driven luciferase expression in HeLa. HeLa PEG-Prom luciferase reporter, luminescence, overnight. inhibition, % at 20 µM. hit rate 1.7% among 360,000. AID 588405;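 active means inhibition of at least 50% at 20 µM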
NR2E3 ag-1: NR2E3 (human) agonism | GST-NR2E3/biotin-RetCOR TR-FRET, 1536-well | inhibition of corepressor binding, % at 4.78 µM | hit rate 0.12% among 320,000 | AID 2300;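 active means percent inhibition above the cutoff of mean plus 3 SD of all tested compounds, set per screening campaign, cut at about 20% in these data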;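 further: 0% = DMSO wells and 100% = biotin wells as full block of FRET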
Target sequence (Q9Y5X4 whole entry, looked up): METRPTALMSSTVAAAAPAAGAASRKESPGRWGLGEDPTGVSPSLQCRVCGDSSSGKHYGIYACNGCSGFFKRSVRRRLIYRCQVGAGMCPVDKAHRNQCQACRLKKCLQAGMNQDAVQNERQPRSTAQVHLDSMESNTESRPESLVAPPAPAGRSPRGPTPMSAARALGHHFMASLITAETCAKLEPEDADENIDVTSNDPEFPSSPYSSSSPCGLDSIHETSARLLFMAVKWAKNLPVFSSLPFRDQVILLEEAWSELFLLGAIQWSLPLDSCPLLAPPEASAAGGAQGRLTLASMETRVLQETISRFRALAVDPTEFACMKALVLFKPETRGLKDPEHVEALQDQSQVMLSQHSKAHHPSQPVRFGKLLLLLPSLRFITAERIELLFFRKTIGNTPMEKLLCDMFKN
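system = GST-tagged NR2E3 plus biotinylated RetCOR corepressor | input = 1.35 nM GST-NR2E3 | also added = 7 nM biotin-RetCOR | schedule = 5 h incubation at 4 °C | measured by = TR-FRET with europium anti-GST and streptavidin-D2, 340 nm excitation | read-out = percent loss of FRET ratio relative to control wells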
CF NFkB inh: inhibitors of cystic fibrosis induced NF-kB; KKLEB NF-kB-GFP reporter, PAF-induced, GFP fluorescence overnight; inhibition, % at 5 µM; hit rate 0.86% among 360,000;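 active means at least 50% inhibition at 5 µM, scaled per plate between neutral and stimulator controls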;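 further: PAF is a Pseudomonas aeruginosa culture filtrate used as stimulus; plate controls were PAF-stimulated DMSO wells for no effect and unstimulated DMSO wells for full effect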
Shn3 inh set2: reduces Shn3 3'UTR luciferase signal in osteoblasts. Clone20 osteoblast Shn3 3'UTR firefly luciferase, 24 h. inhibition, % at 12.5 µM. hit rate 0.52% among 360,000. AID 588674;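 active means mean inhibition of at least 75% with every replicate also reaching 75%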;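 further: 0% = median of neutral control wells and 100% = pilot-screen positive control compound; some compounds past the cut are filed as inactive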
TWEAK Fn14 block: blocks TWEAK-Fn14 interaction in a reporter cell assay; TWEAK-stimulated Fn14 reporter cells, luciferase luminescence, 8 h; inhibition, % at 10 µM; hit rate 2% among 360,000; in the data active means inhibition above about 50%
KKLEB cytotox: counter-screen for CF NF-kB inhibitors: cytotoxicity; hit rate 0.36% among 360,000; KKLEB CF airway cells viability, ATPlite luminescence, overnight; stronger effect = lower value; cells stimulated with P. aeruginosa culture filtrate; activity change (cytotoxicity), % at 5 µM;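 active means corrected activity change at or below -50% at 5 µM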
HIF-2a inh: blocks HIF-2a reporter activity | 786-0 RCC cells HIF-2a reporter, luciferase luminescence, overnight | AID 624352 | inhibition, % at 18.8 µM | hit rate 0.72% among 360,000;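 active means inhibition of the luminescence signal of 40% or more relative to plate controls, in a single-dose primary screen at 18.75 µM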
NR2E3 ag-2: activates human NR2E3 receptor. Q9Y5X4. CHO-S Gal4-NCOR/VP16-NR2E3 two-hybrid, luciferase. inhibition of corepressor binding, % at 3.98 µM. hit rate 0.35% among 360,000. AID 602229;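 active means inhibition above the mean of all tested compounds plus 3 SD, cut at about 70% in these data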;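 further: 0% = DMSO with NR2E3 transfected cells and 100% = cells lacking NR2E3 construct; higher means lower luciferase signal from less NR2E3 corepressor binding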
* hit, by the source's call; . = no result given.

SMILES	TROY signal inh	TRAIL sens C8	TRPM1 prom inh	Peg3 promoter	NR2E3 ag-1	CF NFkB inh	Shn3 inh set2	TWEAK Fn14 block	KKLEB cytotox	HIF-2a inh	NR2E3 ag-2
CC(C)(C)n1cc(C(=O)c2ccc3ccccc3c2O)cn1	83*	50*	-13	-68	-1	8	14	88*	-20	-5	-27
COC1CCC(OC2CC(C3(C)CCC4(CC(O)C(C)C(C(C)/C=C(\C)C(=O)C(C)CC(C)C(=O)O)O4)O3)OC3(OC(C4OC(O)(CO)C(C)CC4C)CC3C)C2C)OC1C (configuration not stated)	55*	81*	84*	98*	.	82*	79	50*	-75*	74*	46
Cc1cc(/C=C2\C(=O)NC(=O)N(c3ccc(Br)cc3)C2=O)c(C)n1C	-9	-1	1	15	7	-8	16	-14	10	0	-2
C/C(=N\NC(N)=O)c1c(O)n(C)c(=O)n(C)c1=O	-15	-7	-1	-8	5	2	6	8	1	14	-4
CCC1C2CC3C4N(C)c5ccccc5C45CC(C2C5O)N3C1O (configuration not stated)	3	-16	.	3	.	1	-7	11	-3	8	19
CCCCc1nc2ccccc2c(=O)n1-c1ccccc1O	.	-4	11	19	2	2	-1	13	0	-2	5
O=C(c1sc2ccccc2c1Cl)N1CCC2(CC1)OCCO2	1	-3	-7	5	2	8	-13	-6	9	-62	0
Cc1nn(Cc2ccccc2)c(Cl)c1C(=O)OCC(=O)NCC1CCCO1 (configuration not stated)	-1	2	11	4	2	-20	9	-17	9	5	9
CC(C)OP(=O)(OC(C)C)C(O)c1cccnc1 (configuration not stated)	4	-6	-8	10	-2	0	7	-4	-1	12	5
CCC1(CC)C(=O)N(Cc2ccccc2)C(=O)N(Cc2ccccc2)C1=O	13	-16	0	43	3	14	5	15	-8	3	-19
Cc1ccc(NC(=O)CN2C(=O)CN=C(c3ccccc3)c3cc(Cl)ccc32)cc1	5	57*	-2	18	3	-33	5	4	-1	16	2
C/C=C(\C)C(=O)N[C@@H](c1ccccc1)[C@@H](O)C(=O)O[C@H]1C[C@@]2(O)[C@@H](OC(=O)c3ccccc3)C3[C@](C)(C(=O)[C@H](OC(C)=O)C(=C1C)C2(C)C)[C@H](O)C[C@H]1OC[C@@]31OC(C)=O (some centres not stated)	-2	21	.	23	2	1	10	44	0	24	-23
C[C@]12CC[C@@H](O)C[C@@H]1CC[C@@H]1[C@@H]2CC[C@]2(C)[C@@H](O)CC[C@@H]12	9	7	5	-11	3	-17	14	-4	23	8	29
Cc1cccc(N=Nc2ccc(N(C)C)cc2)c1	-4	29	-57	-275	2	-6	-16	16	-18	-198	-119
COc1ccc2[nH]c3c(c2c1)CCNC3	-28	-9	3	11	-2	12	7	1	-3	6	1
COC(=O)C1=C(c2cccc(OCc3ccccc3)c2)C[C@@H]2CC[C@H]1N2C(=O)NCc1ccccc1C(F)(F)F	-18	4	3	15	3	13	36	22	-1	15	33
C[N+](C)(C)CC(=O)Nc1ccc(Cl)cc1C(=O)c1ccccc1	4	1	-5	4	-2	-4	12	4	-4	12	18
S=C(NCCc1ccccc1)N1Cc2cc(Br)ccc2-n2nncc2C1	17	11	.	12	.	-17	14	5	8	1	-12
CC(=O)Nc1ccc(OC(=O)N(C)c2ccc(C)cc2)cc1	-3	-10	5	3	3	12	3	8	1	29	-25
CC(O)(CS(=O)(=O)c1cccc(C(F)(F)F)c1)C(=O)Nc1cccc(C(F)(F)F)c1 (configuration not stated)	16	-1	-13	32	2	-8	5	0	-8	3	-7
CCC(C)c1ccc(N2C(=O)NC(=O)/C(=C/c3cccn3CCOc3ccc(C)cc3)C2=O)cc1 (configuration not stated)	-67	-2	-26	-73	-2	-11	-2	-9	17	-13	-8
CCN(CC(=O)Nc1ccc(C#N)c(Cl)c1)CC(=O)NC1CCS(=O)(=O)C1 (configuration not stated)	-16	6	-6	-3	.	-32	9	6	6	3	24
COc1ccccc1N1CCN(Cc2ccc(Cl)cc2Cl)CC1	13	0	0	4	-2	-27	8	1	-2	1	-31
CN1CCN(C(=O)COc2ccc(Oc3ccccc3)cc2)CC1	-13	0	-3	0	2	-3	-10	-3	-4	0	-3
COc1ccccc1OCCCn1cc(C=O)c2ccccc21	35	15	-9	-108	1	-14	0	28	4	1	-124

Single records, as listed above. Order of screens: TROY signal inh, TRAIL sens C8, TRPM1 prom inh, Peg3 promoter, NR2E3 ag-1, CF NFkB inh, Shn3 inh set2, TWEAK Fn14 block, KKLEB cytotox, HIF-2a inh, NR2E3 ag-2
CC(C)(C)n1cc(C(=O)c2ccc3ccccc3c2O)cn1 is listed with 83*, 50*, -13, -68, -1, 8, 14, 88*, -20, -5, -27
COC(=O)C1=C(c2cccc(OCc3ccccc3)c2)C[C@@H]2CC[C@H]1N2C(=O)NCc1ccccc1C(F)(F)F is listed with -18, 4, 3, 15, 3, 13, 36, 22, -1, 15, 33
CCC1C2CC3C4N(C)c5ccccc5C45CC(C2C5O)N3C1O (configuration not stated) is listed with 3, -16, ., 3, ., 1, -7, 11, -3, 8, 19
Cc1cc(/C=C2\C(=O)NC(=O)N(c3ccc(Br)cc3)C2=O)c(C)n1C is listed with -9, -1, 1, 15, 7, -8, 16, -14, 10, 0, -2

Back to the main list; the 4 compounds before the break are reprinted first.
SMILES	TROY signal inh	TRAIL sens C8	TRPM1 prom inh	Peg3 promoter	NR2E3 ag-1	CF NFkB inh	Shn3 inh set2	TWEAK Fn14 block	KKLEB cytotox	HIF-2a inh	NR2E3 ag-2
CCN(CC(=O)Nc1ccc(C#N)c(Cl)c1)CC(=O)NC1CCS(=O)(=O)C1 (configuration not stated)	-16	6	-6	-3	.	-32	9	6	6	3	24
COc1ccccc1N1CCN(Cc2ccc(Cl)cc2Cl)CC1	13	0	0	4	-2	-27	8	1	-2	1	-31
CN1CCN(C(=O)COc2ccc(Oc3ccccc3)cc2)CC1	-13	0	-3	0	2	-3	-10	-3	-4	0	-3
COc1ccccc1OCCCn1cc(C=O)c2ccccc21	35	15	-9	-108	1	-14	0	28	4	1	-124
Cc1ccc(OCC(=O)NCCN2CCN(C(=O)COc3ccc(C)cc3)CC2)cc1	10	0	-2	2	3	-8	11	-6	-1	4	4
CCCCn1c(O)c(/C=C/C=Nc2ccccc2)c(=O)[nH]c1=O	-1	11	3	2	-3	0	-1	1	2	24	4
O=C1C2CCN(CC2)C1Cc1ccc(OCc2ccccc2)cc1 (configuration not stated)	-9	1	-5	-35	-1	4	-40	0	-13	-37	-12
C[C@H](CO)N1C[C@H](C)[C@@H](CN(C)C(=O)Oc2ccc3ccccc3c2)OCc2cnnn2CCCC1=O	-3	1	.	-1	.	4	-7	8	-4	6	-3
Fc1ccc(CNCCc2ccccc2)cc1	7	-2	-6	-8	6	-6	6	-11	12	-4	-5
COC(=O)C1=C(c2cccc(OCc3ccccc3)c2)C[C@@H]2CC[C@H]1N2C(=O)NCc1ccc(OC)cc1	28	7	-2	8	3	7	35	17	-3	13	-13
CC(=O)Nc1ccccc1C(=O)OCC(=O)Nc1ncccn1	-6	-10	10	3	2	13	-7	10	-10	7	-8
CCOC(=O)CNC(=O)N1Cc2cc(N3CCCCC3)ccc2-n2nncc2C1	18	8	.	3	.	-8	-3	-16	-4	5	-1
c1ccc2c(c1)Sc1ccccc1N2CC1CN2CCC1CC2 (configuration not stated)	-13	4	8	-17	1	15	6	25	-10	11	-8
COC(=O)C1=C(c2ccccc2)C[C@@H]2CC[C@H]1N2C(=O)N1CCCCC1	-5	4	-5	2	2	-2	-17	-10	-1	13	-8
COc1cc(OC)c(OC)cc1CNC(C)C(O)c1ccccc1 (configuration not stated)	-1	-5	9	-63	4	-11	3	-22	-3	6	-10
CSCCC(c1nnnn1Cc1ccccc1)N1CCC(n2c(=O)[nH]c3ccccc32)CC1 (configuration not stated)	22	47	.	65*	.	87*	79	36	-104*	-17	38
COc1cc(O)c2c(c1)/C=C/C[C@H](O)[C@H](O)C(=O)CCC[C@H](C)OC2=O	-5	3	.	28	.	28	-8	-48	-3	-7	4
CC1(C(=O)O)CC12c1ccccc1-c1ccccc12 (configuration not stated)	7	-12	0	-15	.	-8	-19	1	3	13	-1
CSc1nnc([C@@H](N)Cc2c[nH]c3ccccc23)o1	-32	-17	6	13	1	-8	7	-5	12	12	-10
COc1ccc(S(=O)(=O)N2Cc3cnnn3-c3ccccc3C2C#N)cc1 (configuration not stated)	-6	-7	0	5	.	5	7	-2	-4	2	-42
COc1ccc(C(CNC(=O)Cc2ccc(Cl)c(Cl)c2)N(C)C)cc1 (configuration not stated)	-15	0	-13	5	2	4	9	12	-14	-2	-4
CN1CCN(CC(=O)Nc2ccc([N+](=O)[O-])cc2C(=O)c2ccccc2)CC1	15	-5	13	8	5	-6	7	17	-7	11	-17
CCCCSC1=NN1c1nc(N)nc(C)c1CC	3	-2	4	27	-2	4	-15	14	4	-1	-9
C[C@@H]1CN([C@H](C)CO)C(=O)CCCn2cc(nn2)CO[C@H]1CN(C)C(=O)Oc1cccc2ccccc12	5	-15	.	7	.	-14	-4	9	2	17	6
COc1ccc(C(=O)OC2CC3CCC(C2)[N+]3(C)[O-])cc1OC (configuration not stated)	16	5	7	14	-1	4	-22	9	5	18	14
Cc1ccccc1-n1c(/C=C/c2ccccn2)nc2ccccc2c1=O	-2	-13	10	28	0	2	10	-11	4	35	-25
CC(=O)O[C@]1(c2ccccc2)CCN(C)[C@H]2CCCC[C@@H]21	8	-4	-7	1	-1	1	5	-4	-13	1	3
O=c1[nH]c(=S)n(CCC2=CCCCC2)c(O)c1C=NC1CCN(Cc2ccccc2)CC1	28	13	39	3	1	-8	57	47	-18	15	11
COc1cccc(C2(O)CCSCC2CN(C)C)c1 (configuration not stated)	-12	-4	0	6	5	9	-1	-1	5	5	-26

These rows are one share of the data; the hit share may differ from the screen's.
